hcDAF-12 act = H. contortus DAF-12 activation, primary screen; activation, % at 6.8 µM; HEK293 hcDAF-12 lit1-tk-luc reporter, luminescence; 0% DMSO, 100% Δ7-dafachronic acid; actives 1.4% (n = 370,000);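 active means activation above the mean of all tested compounds plus 3 SD, cut at about 5.5% in these data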;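 further: 100% = response to 3 µM Δ7-dafachronic acid high control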
NPR1 activator = GC-A (human) enzyme activation. AID 1671463. P16066. activation, % at 10 µM. actives 0.14% (n = 370,000). HEK293 GC-A cells, cGMP TR-FRET, EC30 ANP; 0% at EC30 ANP, 100% saturating ANP; in the data active means activation above about 40%
DAX1 inh-1 = inhibitors of human orphan nuclear receptor DAX1 (NR0B1); P51843; inhibition, % at 6.75 µM; actives 0.99% (n = 340,000); HEK293 Gal4-DAX1 luciferase reporter, luminescence; AID 504766;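 active means inhibition above the mean over all tested compounds plus 3 SD, cut at about 4.2% in these data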;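 further: 0% = DAX1-transfected cells with DMSO and 100% = empty-vector control cells with DMSO; inhibition shows as a rise in luminescence from relieved DAX1 repression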
Target sequence (P51843 207-470 limits assumed): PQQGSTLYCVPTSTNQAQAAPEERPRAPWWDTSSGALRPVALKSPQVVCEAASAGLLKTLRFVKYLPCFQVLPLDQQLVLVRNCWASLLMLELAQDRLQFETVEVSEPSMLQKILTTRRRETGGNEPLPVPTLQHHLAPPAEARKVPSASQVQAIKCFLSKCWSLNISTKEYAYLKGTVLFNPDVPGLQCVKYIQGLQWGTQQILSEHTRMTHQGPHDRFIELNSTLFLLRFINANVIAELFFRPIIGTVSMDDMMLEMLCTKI
SMARCA2 act = activators of SMARCA2 function; MG213 cells, MMTV-luciferase reporter, dexamethasone, overnight; activation, % at 9.1 µM; actives 1% (n = 370,000); AID 652017; in the data active means activation above about 7.8%;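 further: 0% = vehicle wells and 100% = reference activator wells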
hgDAF12 agonist = agonists of H. glycines DAF-12 nuclear receptor; HEK293 GAL4-hgDAF12 UAS-luciferase reporter, agonist luminescence; normalized to butyrate control; actives 1.8% (n = 370,000); activation, % at 6.8 µM;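 active means activation above a cutoff set at the mean of all screened compounds plus 3 SD, cut at about 10% in these data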;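 further: 0% = DMSO wells and 100% = sodium butyrate wells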
ADAM17 inh = ADAM17 inhibition, QFRET primary screen; P78536; recombinant ADAM17, EDANS/DABCYL FRET peptide cleavage; actives 0.83% (n = 370,000); inhibition, % at 6.95 µM;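 active means inhibition above the mean of compounds lying between control limits plus 3 SD, set per campaign, cut at about 8.5% in these data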;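 further: 0% = DMSO-only wells as the low control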
Target sequence (P78536 215-824 limits assumed): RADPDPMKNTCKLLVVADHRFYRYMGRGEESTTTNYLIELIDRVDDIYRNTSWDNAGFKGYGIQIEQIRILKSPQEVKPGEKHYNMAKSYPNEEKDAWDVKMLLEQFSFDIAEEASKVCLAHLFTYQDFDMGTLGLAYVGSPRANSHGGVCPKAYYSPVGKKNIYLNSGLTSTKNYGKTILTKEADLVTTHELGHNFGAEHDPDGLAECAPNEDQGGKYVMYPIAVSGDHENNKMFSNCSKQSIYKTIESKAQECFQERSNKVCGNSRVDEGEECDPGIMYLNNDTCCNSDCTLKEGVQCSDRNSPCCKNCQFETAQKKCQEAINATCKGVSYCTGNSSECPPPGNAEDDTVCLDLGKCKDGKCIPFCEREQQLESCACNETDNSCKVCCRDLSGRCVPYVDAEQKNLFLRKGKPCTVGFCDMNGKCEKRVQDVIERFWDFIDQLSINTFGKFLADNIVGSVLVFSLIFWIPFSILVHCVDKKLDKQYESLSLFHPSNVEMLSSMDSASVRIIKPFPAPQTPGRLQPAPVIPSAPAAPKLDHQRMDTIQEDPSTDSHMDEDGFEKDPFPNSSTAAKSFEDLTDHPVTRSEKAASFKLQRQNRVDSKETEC
FXN GAA850 act = frataxin GAA850 promoter activation | HEK293 lucGAA850 FXN promoter luciferase reporter, 24 h; percent of 10 µM SAHA response | activation, % at 6 µM | actives 0.56% (n = 360,000) | AID 540364;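 active means activation above the average of all compounds screened plus 3 SD, cutoff fixed separately per campaign, cut at about 7.5% in these data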;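 further: 0% = DMSO wells and 100% = 10 µM SAHA wells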
ssDAF-12 act = activates DAF-12 receptor from parasite S. stercoralis. HEK293 ssDAF-12/GRIP1 lit1-tk-luc reporter, luminescence; % of 3 µM dafachronic acid response. activation, % at 6.8 µM. actives 1% (n = 370,000). AID 652126;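 active means activation above the mean over all tested compounds plus 3 SD, cut at about 0.9% in these data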;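 further: 0% = DMSO-only wells and 100% = 3 µM delta7-dafachronic acid wells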
ADAM10 inh = inhibits human ADAM10. actives 0.62% (n = 370,000). recombinant ADAM10, EDANS/DABCYL FRET peptide cleavage, 3 h. inhibition, % at 7 µM. AID 720582. O14672;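 active means inhibition above a per-campaign cutoff equal to the mean of compounds falling between control-based bounds plus 3 SD, cut at about 20% in these data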;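 further: 0% = DMSO wells while the 100% control is not disclosed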
PG9 binder = PG9 antibody binding by small molecule; inhibition, % at 6.7 µM; actives 0.43% (n = 360,000); TR-FRET gp120-PG9 antibody binding; in the data active means inhibition above about 8.5%
DAX1 inh-2 = blocks DAX1 repression of SF-1 activated StAR promoter | HEK293T StAR-luciferase reporter, SF-1/DAX-1 repression relief | inhibition, % at 6.8 µM | actives 1.1% (n = 370,000) | AID 652010;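 active means inhibition above the mean over all tested compounds plus 3 SD, cut at about 3.6% in these data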;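 further: 0% = DAX-1 cells with DMSO and 100% = cells lacking DAX-1 with DMSO; higher inhibition means more luminescence from relief of DAX-1 repression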
The depositor's hits bear a star; i = inactive; x = not tested or not shown.

Results follow in this order: hcDAF-12 act | NPR1 activator | DAX1 inh-1 | SMARCA2 act | hgDAF12 agonist | ADAM17 inh | FXN GAA850 act | ssDAF-12 act | ADAM10 inh | PG9 binder | DAX1 inh-2
- COc1cc(CCCN2C(N)=NC[C@@H]2c2ccccc2)cc(OC)c1OC
  -1.3 | 2 | 0.3 | 1 | -1.4 | -3 | 2.9 | -1.1 | -8 | 1.2 | 0.1
- CCOc1ccc2c(c1)c(N=O)c(O)n2C
  4.3 | 0 | -0.4 | -1 | 1.8 | -2 | 3.8 | 0.0 | -6 | -2.0 | 0.0
- Cc1cc([N+](=O)[O-])nn1CC(=O)NC(C)c1ccccc1 (stereo not drawn)
  -2.3 | 0 | -1.4 | 0 | 3.9 | -1 | -0.8 | -1.0 | 3 | -0.8 | 0.2
- O=C(NC1CCCC1)C(c1cccs1)N(Cc1ccco1)C(=O)Cn1nnc(-c2cccs2)n1 (stereo not drawn)
  -3.5 | -7 | 0.5 | 1 | -2.7 | 0 | -4.5 | -1.1 | 10 | -2.0 | -1.2
- O=C(Nc1ccc(-n2ccc(C(F)(F)F)n2)cc1)c1cccs1
  -1.7 | -2 | 3.3 | 6 | 5.8 | 0 | 3.6 | -0.9 | 12 | -2.0 | 3.5
- C/C(=N\NC(=O)CCCOc1ccc(Cl)cc1C)c1ccc(C)o1
  -2.9 | -1 | -0.3 | -3 | 2.2 | 0 | -3.8 | -0.9 | -9 | -1.1 | -0.7
- COCCNC(=O)C1(C)CCN(C(=O)c2cc(C)n(C(C)(C)C)n2)C1 (stereo not drawn)
  -1.1 | 4 | x | -1 | -0.1 | -5 | -1.5 | -1.3 | -6 | -1.0 | -0.2
- COc1ccccc1/C=C/C=N/n1c(-c2n[nH]c3c2CCC3)n[nH]c1=S
  0.5 | 12 | x | 0 | 0.3 | -13 | -0.3 | -0.9 | -24 | 2.0 | 0.1
- COc1ccc(Cl)cc1NC(=O)Nn1cnnc1
  -0.3 | 1 | 0.6 | -2 | -2.3 | -5 | -1.1 | -1.2 | 4 | 0.6 | -0.7
- CCOC(=O)c1ccc(N2C(=O)CC(Nc3ccc(O)cc3)C2=O)cc1 (stereo not drawn)
  -1.1 | -2 | 2.0 | -3 | -5.7 | 0 | 1.5 | -0.9 | -11 | -3.1 | -0.2
- N#Cc1ccc(OC(=O)c2cnccn2)cc1
  4.7 | 1 | -1.1 | 3 | 0.8 | -2 | -1.5 | -1.0 | -1 | -2.8 | 0.4
- COc1ccccc1-c1c(C)oc2c(CN3CCN(C)CC3)c(O)ccc2c1=O
  0.0 | 4 | -0.6 | 4 | 0.2 | i | -0.4 | -1.4 | i | -2.1 | 0.5
- O=C(COC(=O)CC1SC(N2CCCC2)=NC1=O)Nc1ccc(Br)cc1 (stereo not drawn)
  0.8 | -2 | -0.4 | -2 | -1.6 | 0 | -0.9 | -0.2 | -5 | 1.2 | -2.8
- COc1ccc(N2CCN(CCCNC(=O)CCc3cccc(Cl)c3)CC2)cc1
  1.0 | -2 | x | 4 | 3.0 | 2 | x | -0.8 | -2 | x | 0.3
- COc1cccc(NC(=O)CN2CCN(S(=O)(=O)c3ccc(C(C)C)cc3)CC2)c1
  -1.9 | -1 | -1.0 | 2 | -3.3 | 4 | -0.2 | -1.6 | 4 | 0.3 | -0.2

(continued)
Results follow in this order: hcDAF-12 act | NPR1 activator | DAX1 inh-1 | SMARCA2 act | hgDAF12 agonist | ADAM17 inh | FXN GAA850 act | ssDAF-12 act | ADAM10 inh | PG9 binder | DAX1 inh-2
- O=C(NCC1CCCO1)C1CC1(c1ccccc1)c1ccccc1 (stereo not drawn)
  -1.3 | -2 | -0.6 | -3 | -1.1 | -2 | -1.3 | -0.4 | -2 | -1.9 | 0.0
- COc1cccc(CC(Cc2nc3ccccc3[nH]2)c2nc3ccccc3[nH]2)c1 (stereo not drawn)
  0.8 | -13 | 0.3 | 4 | 2.2 | -7 | 0.2 | -1.3 | -19 | -0.1 | 0.3
- C[C@H]1CCCCO[C@H](CN(C)CC2CCCCC2)[C@@H](C)CN([C@@H](C)CO)C(=O)c2cc(NS(=O)(=O)c3ccccc3)ccc2O1
  1.7 | 0 | 2.8 | -3 | 1.9 | -5 | -3.8 | -0.1 | -7 | -0.2 | 0.9
- CCN(CCN1CCCC1)C(=O)C1CCC(=O)N(CCCN2CCOCC2)C1 (stereo not drawn)
  -1.1 | 2 | 0.9 | 0 | 1.0 | -5 | 1.5 | -0.7 | -3 | -0.8 | -0.6
- CS(=O)(=O)c1ccc(C(=O)NNC(=O)c2ccccc2-n2cccc2)cc1
  1.1 | 2 | 0.7 | 3 | 0.2 | -1 | 0.2 | -0.6 | 0 | -0.7 | 0.2
- Cc1[nH]n(C(N)=S)c(=O)c1N=Nc1ccccc1C(F)(F)F
  -1.9 | 1 | -0.8 | -2 | 2.6 | 0 | 0.3 | -0.9 | 4 | -1.5 | -0.4
- CC(C#N)Sc1ccc(S(=O)(=O)N2CCCCC2)cn1 (stereo not drawn)
  -0.5 | 1 | -1.0 | -1 | -2.6 | 1 | 0.8 | -1.2 | -2 | -0.2 | -0.6
- CCOc1ccc(/C=N/NC(=O)C(C)Sc2ccccn2)cc1OCC (stereo not drawn)
  -2.1 | -2 | -0.2 | 2 | -2.7 | -7 | 3.8 | -1.8 | -1 | 1.9 | -0.5
- Cc1ccn2c(NC(=O)c3ccccc3)c(-c3cccs3)nc2c1
  3.5 | -1 | -0.6 | -4 | 0.3 | -5 | 1.7 | -0.8 | 2 | 3.0 | -0.6
- COc1ccc(Cn2nnnc2C(c2cc(OC)ccc2OC)N2CCC(C(N)=O)CC2)cc1 (stereo not drawn)
  -0.2 | -3 | -0.4 | -2 | -1.2 | -2 | -0.3 | -1.4 | -3 | -0.3 | -0.4
- CCC(c1nc2ccccc2[nH]1)N(C(=O)C1=NNC(=O)CC1)c1ccccc1 (stereo not drawn)
  1.1 | 1 | x | 0 | -0.6 | -5 | x | -1.5 | -11 | 0.1 | 1.6
- CCOC(=O)[C@]12CCCCC/C=C\1N(CCc1ccc(Cl)cc1)C(=O)[C@H]2CC(=O)N1CCOCC1
  -1.3 | 0 | x | -1 | -1.9 | 3 | x | -1.9 | -1 | x | -1.4
- CCN(C(=O)CSc1n[nH]c(N)n1)c1cccc2ccccc12
  -2.7 | 0 | 0.0 | 0 | -2.6 | -1 | 2.9 | -1.4 | -1 | -0.9 | 1.0
- CCOC(=O)c1cnc(SCC(=O)Nc2ccc(NC(C)=O)c(OC)c2)nc1N
  -0.7 | 6 | -1.3 | -3 | -0.1 | -4 | 1.1 | -1.1 | -124 | -2.4 | 0.2
- CCOC(=O)C12CNC(=O)C(C(=O)OCC)(CNC1=O)C2
  -1.2 | 1 | 0.7 | 0 | -1.7 | -3 | -0.5 | -1.6 | -12 | 0.1 | 0.2

Other structures follow:
Results follow in this order: hcDAF-12 act | NPR1 activator | DAX1 inh-1 | SMARCA2 act | hgDAF12 agonist | ADAM17 inh | FXN GAA850 act | ssDAF-12 act | ADAM10 inh | PG9 binder | DAX1 inh-2
- Cc1ccc2nc(Cl)c(C3CC(c4ccco4)=NN3C(=O)CCCC(=O)O)cc2c1 (stereo not drawn)
  -0.5 | -5 | -1.1 | -2 | -1.6 | -3 | -0.8 | -1.3 | -2 | -0.4 | -0.3
- Cc1ccc(-c2cc(C(=O)Nc3ccc(S(=O)(=O)Nc4ncccn4)cc3)c3ccccc3n2)cc1
  0.6 | -9 | -1.4 | -3 | -4.2 | 3 | 1.4 | -0.1 | 1 | -0.1 | 0.0
- Cc1c(NC(=O)C2CCCN(S(=O)(=O)c3c(C(C)C)cc(C(C)C)cc3C(C)C)C2)c(=O)n(-c2ccccc2)n1C (stereo not drawn)
  -1.4 | 4 | x | -2 | 0.1 | 1 | x | -1.2 | 2 | x | -0.9
- COc1cccc(-c2nc(NC(C)(C)C)c3ccccc3n2)c1O
  2.1 | 2 | -0.7 | 0 | 5.6 | 2 | 2.1 | -0.1 | 8 | -0.9 | -0.1
- Cc1cccc(NC2=C(Cl)C(=O)OC2OC(C)C)c1 (stereo not drawn)
  -1.4 | 2 | 1.5 | -2 | -3.7 | 8 | 0.8 | -1.1 | 5 | -0.9 | -0.6
- CC(Nc1ccccc1N1CCCCC1)C(=O)N1CCc2ccccc21 (stereo not drawn)
  -1.4 | -2 | 1.1 | 7 | 1.4 | 1 | 1.0 | -1.4 | 10 | -0.6 | 0.4
- CCn1cc(C(=O)NC2CC(C)(C)Cc3c2cnn3-c2cccc(F)c2)cn1 (stereo not drawn)
  -1.3 | 0 | 0.4 | 0 | -0.3 | -3 | -0.8 | -1.0 | 5 | 0.1 | 0.0
- CC(C)C(Nc1ccc(S(=O)(=O)N2CCOCC2)cc1[N+](=O)[O-])C(=O)O (stereo not drawn)
  3.3 | -1 | 0.1 | 2 | -0.6 | -3 | -0.5 | -1.9 | 0 | -1.9 | -0.1
- Cc1ccc(-c2csc(NCCn3c(-c4ccncc4)nc4ccccc43)n2)cc1
  0.3 | -16 | -0.8 | 0 | -1.1 | 8 | -1.1 | -1.3 | 8 | -3.5 | -1.1
- COc1ccc(C(=O)Nc2ccccc2C(=O)N/N=C/c2ccc(O)c(OC)c2)cc1
  -3.2 | 2 | -5.9 | -5 | -10 | 2 | -15 | -2.4 | 6 | -1.7 | -2.2
- CC(C)OC(=O)C(C)Oc1ccc(C(=O)NCCc2ccccc2)cc1 (stereo not drawn)
  -0.6 | 2 | -0.6 | 5 | 2.4 | 0 | 2.0 | -1.4 | 3 | 0.7 | 0.1
- CC(=O)Oc1ccc(Cn2c(C)c(C(=O)NCCC#N)sc2=O)cc1
  -1.2 | 6 | x | -1 | 1.3 | -4 | 1.3 | -0.6 | -10 | -0.7 | 1.3
- CC(NC(=O)COc1ccccc1)C1COc2ccccc2O1 (stereo not drawn)
  -1.3 | 0 | 0.1 | 1 | -2.1 | 3 | 2.8 | -1.4 | 5 | -1.4 | -0.5
- CCOC(=O)C1CCCN(C(=O)c2cc3cc(OC)c(OC)cc3[nH]2)C1 (stereo not drawn)
  -1.1 | -1 | -0.9 | -4 | 1.4 | -34 | 1.4 | -1.2 | -76 | -2.2 | 0.2
- CCN(CC)C(=O)O[C@H]1CC[C@@]23CCCN2C(=O)CCC[C@H]3C1
  0.7 | 2 | x | x | 1.4 | -1 | x | -1.0 | 0 | x | x
- C=CCC1NS(=O)(=O)O[C@H](CCCC)[C@@H]1O (stereo partly drawn)
  0.1 | 0 | 1.1 | 0 | 1.2 | -1 | 1.5 | -1.2 | 0 | 0.7 | -0.1
- CN(C(=O)CSc1ncnc2sccc12)c1c(N)n(Cc2ccccc2)c(=O)[nH]c1=O
  -0.1 | 2 | -1.0 | -2 | -1.7 | -4 | -0.3 | -0.2 | -4 | 1.1 | -0.9

A run of entries taken from the entries so far:
Results follow in this order: hcDAF-12 act | NPR1 activator | DAX1 inh-1 | SMARCA2 act | hgDAF12 agonist | ADAM17 inh | FXN GAA850 act | ssDAF-12 act | ADAM10 inh | PG9 binder | DAX1 inh-2
- C=CCC1NS(=O)(=O)O[C@H](CCCC)[C@@H]1O (stereo partly drawn)
  0.1 | 0 | 1.1 | 0 | 1.2 | -1 | 1.5 | -1.2 | 0 | 0.7 | -0.1
- CN(C(=O)CSc1ncnc2sccc12)c1c(N)n(Cc2ccccc2)c(=O)[nH]c1=O
  -0.1 | 2 | -1.0 | -2 | -1.7 | -4 | -0.3 | -0.2 | -4 | 1.1 | -0.9

High-throughput results deposited in PubChem BioAssay by several laboratories.
